IDE act: IDE (human) activation, cell-based. HEK cells, FAbeta-B cleavage, fluorescence polarization; 0% vehicle, 100% cell-free pure enzyme wells. activation, % at 5.96 µM. 340,000 tested, 0.073% active. AID 493087;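 active = activation above the mean of all tested compounds plus 3 SD, set per screening campaign, cut at about 17% in these data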
Target sequence (P14735 whole entry, looked up): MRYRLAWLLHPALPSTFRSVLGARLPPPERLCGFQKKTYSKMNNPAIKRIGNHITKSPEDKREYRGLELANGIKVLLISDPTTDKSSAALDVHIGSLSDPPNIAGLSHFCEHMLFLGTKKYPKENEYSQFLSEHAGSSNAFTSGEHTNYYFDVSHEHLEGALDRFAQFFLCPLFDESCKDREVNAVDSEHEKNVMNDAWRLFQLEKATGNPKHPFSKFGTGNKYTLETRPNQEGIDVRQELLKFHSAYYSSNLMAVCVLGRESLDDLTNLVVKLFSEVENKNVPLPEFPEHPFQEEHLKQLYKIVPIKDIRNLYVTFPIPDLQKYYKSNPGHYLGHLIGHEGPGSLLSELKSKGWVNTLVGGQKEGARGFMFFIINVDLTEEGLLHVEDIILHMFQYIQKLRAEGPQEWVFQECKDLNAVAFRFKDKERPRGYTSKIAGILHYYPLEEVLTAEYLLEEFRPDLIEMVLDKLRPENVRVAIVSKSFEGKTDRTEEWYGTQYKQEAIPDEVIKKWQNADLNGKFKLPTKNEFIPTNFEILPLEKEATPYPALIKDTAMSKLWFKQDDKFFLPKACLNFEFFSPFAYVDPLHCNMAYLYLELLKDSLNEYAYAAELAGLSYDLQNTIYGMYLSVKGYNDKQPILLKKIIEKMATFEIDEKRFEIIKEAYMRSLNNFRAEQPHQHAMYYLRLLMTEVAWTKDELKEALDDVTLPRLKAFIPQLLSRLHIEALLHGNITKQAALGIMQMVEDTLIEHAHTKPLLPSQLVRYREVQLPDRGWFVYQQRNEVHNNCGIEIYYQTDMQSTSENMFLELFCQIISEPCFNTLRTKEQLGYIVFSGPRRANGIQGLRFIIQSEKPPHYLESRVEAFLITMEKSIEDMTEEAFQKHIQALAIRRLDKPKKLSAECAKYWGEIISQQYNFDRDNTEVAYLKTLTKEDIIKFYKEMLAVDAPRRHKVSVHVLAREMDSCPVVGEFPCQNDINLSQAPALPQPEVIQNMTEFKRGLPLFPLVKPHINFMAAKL
Active calls of the source: *. Not all compounds are listed (hit frequency here may not be typical).

SMILES	IDE act
Cc1nnc2ccc(-c3ccc(NS(=O)(=O)c4ccccc4)cc3)nn12	-3
CC(OC(=O)C1CC1C)C(=O)Nc1ccc(Cl)cn1 (stereo unspecified)	1
CN(CCc1ccccc1)C(=O)c1cccc(NC(=O)Cc2cccc(NC(=O)C3CCN(C(=O)c4ccccc4)CC3)c2)c1	-5
N/C(=N\OC(=O)c1ccccc1)C(Cc1ccccc1)C(=O)NOC(=O)c1ccccc1 (stereo unspecified)	5
Cc1nc(Cl)sc1C(=O)Nc1ccc(F)cc1	0
CCc1nc(SCC(=O)Nc2ccc(N(CC)CC)cc2)n[nH]1	5
CC(C)N1C(=O)C(=O)N(CC(=O)N2c3ccccc3NC(=O)CC2C)C1=O (stereo unspecified)	2
CC1(c2ccccc2)NC(=O)N(CC(=O)Nc2cc(C(F)(F)F)ccc2N2CCCCC2)C1=O (stereo unspecified)	-4
COc1ccc2[nH]c3c(c2c1)CCN1C(=O)C(CC(=O)NCc2cccc(C(F)(F)F)c2)C[C@H](C(=O)N2CCCCC2)[C@@]31CCc1ccccc1 (stereo partly specified)	1
COc1ccc(N2CCN(C(=O)COC(=O)[C@@H](NC(=O)OCc3ccccc3)C(C)C)CC2)cc1	4
CC(OC(=O)Cc1ccc(Cl)cc1)C(=O)NC1CCCCC1C (stereo unspecified)	12
Cc1nnc(NC(=O)CSc2nnc(CNC(=O)c3ccccc3F)n2C(C)C)s1	-1
CCOC(=O)c1sc(NC(=O)CSc2nc(-c3ccco3)cc(C(F)(F)F)n2)c(C(=O)OCC)c1C	0
CC(C)C[C@@H](CN1CCCC1CN1C(=S)NC[C@@H]1Cc1ccc(O)cc1)N1C[C@H](Cc2ccccc2)N(CC2CCCCCC2)C1=S (stereo partly specified)	2
C=C(CCO)C1=CCN(S(=O)(=O)C(C)(C)C)[C@H]1CCO	2
CCOC(=O)C1(C)C(C(=O)OC)=C(c2ccc(OC)cc2)c2ccccc2N1C(=O)OC (stereo unspecified)	2
CC[C@]12c3[nH]c4ccc(OC)cc4c3CCN1C(=O)C(CC(=O)NCCc1ccccn1)C[C@@H]2C(=O)N1CCN(C(=O)C2CC2)CC1 (stereo partly specified)	0
Cc1ccc(S(=O)(=O)N(C)C)cc1NC(=O)COC(=O)CCNS(=O)(=O)c1ccccc1	-2
NC(=O)NN=C(C1CC1)C1CC1	5
COC(=O)c1nc[nH]c1[N+](=O)[O-]	6
CC(=O)c1cccc(OC(=O)Oc2cccc(C(C)=O)c2)c1	3
O=C(Nc1ccc(C(=O)N2CCCC2)cc1)C1CCCC1	4
O=c1[nH]c2c(c(=O)[nH]1)OCN(Cc1ccccc1)C2	7
O=C(CSc1nncs1)Nc1cccc2ccccc12	-2
Cc1cc(-c2ccccc2)cc(=O)[nH]1	3

Next section, starting with the last 2 of the part before.
SMILES	IDE act
O=C(CSc1nncs1)Nc1cccc2ccccc12	-2
Cc1cc(-c2ccccc2)cc(=O)[nH]1	3
C(=NN1CCCCCC1)c1ccc2ccccc2n1	-2
CN(C)Cc1c[nH]c2nc[nH]c(=O)c12	7
COC(=O)c1ccc(-c2csc(NC(=O)c3c(C)noc3C)n2)cc1	-3
C[C@H](NS(=O)(=O)c1ccc(Cl)cc1)C(=O)OCC(=O)NCCc1ccc(S(N)(=O)=O)cc1	4
COc1c(N)c2c(c([N+](=O)[O-])c1OC)C(=O)OC2	2
Cc1c2ccncc2cc2c1[nH]c1ccccc12	-6
CC12CCC(=O)C=C1CCC1C2C(O)CC2(C)C(c3csc(N)n3)CCC12 (stereo unspecified)	4
C=CCSc1nnc(CCc2ccccc2)n1N	-2
CCN(CC)C(=O)[C@H]1C[C@H](CC(=O)NCCc2ccccn2)C(=O)N2CCc3c([nH]c4cc(CCC(=O)N(C)C)ccc34)[C@]12C	2
CC(C)C(NC(=O)c1ccc(Cl)cc1Cl)C(=O)NCCc1ccccn1 (stereo unspecified)	-1
CC[C@]12c3[nH]c4cc(-c5ccco5)ccc4c3CCN1C(=O)[C@@H](CC(=O)NCCCn1ccnc1)C[C@@H]2C(=O)N1CCN(C(=O)C2CC2)CC1	1
COc1ccc(C2CC(c3ccccc3F)=NN2c2ccc(S(N)(=O)=O)cc2)cc1 (stereo unspecified)	3
CCOC(=O)C1CCCN(C(=O)c2ccc3c(c2)OCCO3)C1 (stereo unspecified)	-3
O=C1C=C(N2CCN(c3ccccn3)CC2)C(=O)c2c(O)ccc(O)c21	4
COc1cccc(C=CC(=O)C=CC=Cc2ccccc2)c1	4
Cn1c(N)c(C(=O)CSc2nn(-c3ccccc3)c(=S)s2)c(=O)n(C)c1=O	-1
COc1cccc(C=NNc2nc3ccccc3s2)c1OC	11
Cc1[nH]c2ccccc2c1C1=CC(=O)C=CC1=O	-37
CC(NC(=O)Cc1ccc(S(=O)(=O)N2CCOCC2)s1)c1ccc(Br)cc1 (stereo unspecified)	4
Oc1ccc2ccccc2c1CNc1ccccc1	2
Cc1ccccc1NC(=O)COC(=O)c1n[nH]c(=O)c2ccccc12	0
O=S1(=O)CCOC[C@H](Cc2ccccc2)N1Cc1ccccc1Br	1
CC(OC(=O)CC1Sc2ccccc2NC1=O)C(=O)N(C)Cc1ccccc1 (stereo unspecified)	3
CC1Cc2c([nH]c(=O)n(-c3ccccc3)c2=O)O1 (stereo unspecified)	1
COC(=O)[C@@]1(Cc2ccccc2)[C@H]2C(=O)N(C)C(=O)[C@H]2[C@H]2CN(C)C(=NCc3ccccc3)N21	3

7 compounds already listed, arranged by length of the SMILES, ascending.
SMILES	IDE act
C=CCSc1nnc(CCc2ccccc2)n1N	-2
Cc1cc(-c2ccccc2)cc(=O)[nH]1	3
C(=NN1CCCCCC1)c1ccc2ccccc2n1	-2
Cc1nc(Cl)sc1C(=O)Nc1ccc(F)cc1	0
CC(OC(=O)C1CC1C)C(=O)Nc1ccc(Cl)cn1 (stereo unspecified)	1
COC(=O)[C@@]1(Cc2ccccc2)[C@H]2C(=O)N(C)C(=O)[C@H]2[C@H]2CN(C)C(=NCc3ccccc3)N21	3
COc1ccc2[nH]c3c(c2c1)CCN1C(=O)C(CC(=O)NCc2cccc(C(F)(F)F)c2)C[C@H](C(=O)N2CCCCC2)[C@@]31CCc1ccccc1 (stereo partly specified)	1

More entries
SMILES	IDE act
Cc1cc(=O)n2cn[nH]c2n1	-1
Cc1ccc(C(=O)NC2CC(C)(C)NC(C)(C)C2)cc1S(=O)(=O)N1CCOCC1	2
Cc1ccc(S(=O)(=O)N(C)C)cc1NC(=O)c1cc(S(=O)(=O)N2CCCCC2)ccc1N1CCOCC1	4
O=C(CSc1nc(C2CC2)nc2ccccc12)N1CCc2ccccc21	1
ONC(=NCc1ccccc1)c1ccccc1	5
COc1cc2c(cc1OC)C(=O)CCC2	1
CN(c1ccc(F)cc1)S(=O)(=O)c1ccc(Cl)c(C(=O)NCC2(N3CCOCC3)CCCCC2)c1	2
CC1c2ccccc2N(S(=O)(=O)c2ccccc2)C1C (stereo unspecified)	4
CNc1ccc(N=Nc2cccc3ncccc23)cc1	2
O=C1NC[C@H](Cc2ccccc2)N(CC2CCN(CCc3ccc(-c4ccccc4)cc3)CC2)C1=O	-2
O=C1[C@H](Cc2ccccc2)NCCCC[C@H](c2ccc(Cl)cc2)N1Cc1ccccc1	2
CCOC(=O)Nc1cc2c(cc1[N+](=O)[O-])-c1ccccc1C2=O	5
Cc1cc(N)ncc1[N+](=O)[O-]	6
CCc1ccc(CN(C)C(C)C(=O)Nc2ccc(S(=O)(=O)N3CCCC3)cc2)cc1 (stereo unspecified)	0
CC(=O)C1CCC2C3CCC4=CC(=O)C=CC4(C)C3C(=O)CC12C (stereo unspecified)	-6
CC1CN(c2ccccn2)C(C)CN1C(=S)Nc1ccccc1 (stereo unspecified)	1
CC[C@@H]1C(=O)[C@H](Cc2ccccc2)[C@H]2CCCC(=O)N3CC[C@@H]1[C@@H]23	-1
C[C@H](O)[C@@H]1C(=O)N2CCc3ccc(-c4ccccc4)cc3[C@@H]2C[C@@H]1N(C)C(=O)c1ccc(C#N)cc1	0
Cc1cc(Cl)ccc1OCC(=O)N(Cc1ccco1)c1c(N)n(Cc2ccccc2)c(=O)[nH]c1=O	5
O=C1NC(=O)C(=Cc2ccc(Cl)c(Cl)c2)S1	5
COc1ccc(CC(=O)Nc2ccc(F)c(S(=O)(=O)N3CCOCC3)c2)cc1	9
CC[C@]1(C(=O)OC)[C@H]2C(=O)N(C)C(=O)[C@H]2[C@H]2CN=C(SCc3ccc(C#N)cc3)N21	3
Cc1sc2nc(CSCC(=O)N(CCC#N)c3ccccc3F)[nH]c(=O)c2c1C	6
CCCN=C1N(C)C[C@@H]2[C@@H]3C(=O)N(C)C(=O)[C@@H]3[C@](Cc3ccccc3)(C(=O)OC)N12	3
O=C1NCCNC1c1ccccc1 (stereo unspecified)	4
SMILES	IDE act
CCCn1c(SCC(=O)c2cc(C)n(-c3cc(C)on3)c2C)n[nH]c1=O	1
Cc1cc(=O)[nH]c2ccc(Cc3ccccc3)cc12	-5
O=C(OCc1ccccc1)N1CCC2CC1c1cc(-c3ccccc3)ccc12 (stereo unspecified)	2
Nc1cc2cccnc2cc1Cl	-2
Cc1ccccc1NC(=O)Cc1nc(COC(=O)CC(C)c2ccccc2)cs1 (stereo unspecified)	0
CC(C)(c1cc(Cl)c(O)c(CN2CCOCC2)c1)c1cc(Cl)c(O)c(CN2CCOCC2)c1	2
Cc1ccc(C(=O)NNC(=O)c2ccoc2C)s1	4
O=C(COC(=O)c1ccc(F)c(S(=O)(=O)N2CCOCC2)c1)Nc1ccc2c(c1)OCO2	0
CCOC(=O)Nc1ccc2c(c1)C(=NNC(N)=S)c1ccccc1-2	-8
O=c1[nH][nH]c(=O)c(Cl)c1Cl	-4
CC(C)c1ccc(NC(=O)C2=CC=CN3CCS(=O)(=O)N=C23)cc1	-1
CN(CCc1ccccc1)C(=O)c1ccc(NC(=O)Cc2ccc(NC(=O)C3CCN(C(=O)C4CC4)CC3)cc2)cc1	4
CCOC(=O)c1ccc(N=Cc2cnc(N)nc2N)cc1	-2
O=C(COC(=O)c1ccc(Cl)nc1)Nc1ccc(N2CCOCC2)cc1	3
COc1ccccc1NS(=O)(=O)c1ccc(C)c(NS(=O)(=O)c2cc(NC(C)=O)ccc2OC)c1	1
C#CCOCCOCCOCCNc1nc(N2CCN(C(=O)Cn3cc(CCO)nn3)CC2)nc(N2CCN(C(=O)Cn3cc(CC(C)O)nn3)CC2)n1 (stereo unspecified)	-1
COc1ccccc1N(C)S(=O)(=O)c1ccc(C(=O)NCC(c2ccco2)N2CCCCC2)cc1 (stereo unspecified)	4
O=C(CNC(=O)C1COc2ccccc2O1)Nc1cc(Cl)ccc1Cl (stereo unspecified)	3
CN1C[C@@H]2[C@@H]3C(=O)N(C)C(=O)[C@@H]3[C@](C)(C1=O)N2C(=O)c1ccc(Cl)cc1	4
O=[N+]([O-])c1cccc(COc2ccccc2CN2CCCC2)c1	2
CC(C#N)(NC(=O)CN1CCN(S(=O)(=O)c2cc(C(F)(F)F)ccc2Cl)CC1)C1CC1 (stereo unspecified)	6
CN=C1NC(C)(C)C2CCC(C)(CC2)S1	4
CN(C)S(=O)(=O)c1ccc(Cl)c(NC(=O)COC(=O)CNS(=O)(=O)c2c(F)cccc2F)c1	1
CCCCSc1ncnc2c1ncn2C1CCCCO1 (stereo unspecified)	4
Cc1ccc(S(=O)(=O)N2CCC[C@H]2C(=O)OCCN2C(=O)c3ccccc3C2=O)cc1	5
SMILES	IDE act
COC(=O)[C@@]1(Cc2ccccc2)[C@H]2C(=O)N(C)C(=O)[C@H]2[C@H]2CN=C(SCc3ccccc3)N21	5
CN(C)c1ccc(C=c2c3ccccc3n3c2cc(-c2ccc(Cl)cc2)[n+]3C)cc1	-2
Nc1nc(SCc2ccccc2Cl)c2ncn(C3OC(CO)C(O)C3O)c2n1 (stereo unspecified)	2
Oc1ccccc1C=NNC(=S)NN=Cc1ccccc1O	-6
O=C1C2C3C=CC(O3)C2C(=O)N1Nc1ccccc1 (stereo unspecified)	5
CC(C)(C)NC(=O)C(c1ccc(-c2ccccc2)cc1)N(C[C@H]1CC[C@@H]([C@@H]2CC[C@H](CO)O2)O1)C(=O)c1ccc2ccccc2c1 (stereo partly specified)	1
CCOc1ccccc1-n1ccn(CC(=O)Nc2ccc(Br)cc2F)c(=O)c1=O	-5
C=C(C1=CCN(S(=O)C(C)(C)C)[C@H]1CCO)c1ccccc1 (stereo partly specified)	7
COC(=O)c1c(C)cccc1C1CN=NC12Cc1ccccc1C2=O (stereo unspecified)	2
O=C1C(=O)C(c2ccccc2)C(=O)C1c1ccccc1 (stereo unspecified)	6
CCc1ccc(CN(C)C(=O)c2cccc(S(=O)(=O)Nc3ccccc3OC)c2)cc1	-3
CC(=O)c1ccc(S(=O)(=O)N(C)CCCC(=O)NCc2ccc3c(c2)OCO3)cc1	-1
CCOc1cccc2cc(C(=O)OCC(=O)Nc3c(C)cccc3CC)c(=O)oc12	-1
CN(C)C(=O)CCc1ccc2c3c([nH]c2c1)[C@]1(C)[C@@H](C(=O)N2CCCCC2)C[C@H](CC(=O)NC(C)(C)C)C(=O)N1CC3	2
Cn1cnc2ncnc(Oc3ccc(Br)cc3)c21	-4
O=C(CSc1ncn[nH]1)N1N=C2/C(=C\c3ccco3)CCCC2C1c1ccco1 (stereo unspecified)	7
Nc1ccc2c(c1)Cc1c(F)cccc1-2	-4
COc1ccccc1-c1noc(CCC(=O)N2CCN(c3cc(C)ccc3C)CC2)n1	4
O=C(CN1C(=O)C2CCCCC2C1=O)NC1CCCc2ccccc21 (stereo unspecified)	-1
CCCn1cnc2c(SCc3ccccc3F)nc(N)nc21	-7
CCOC(=O)/C(=C\c1ccccc1)C(=O)CCN1CCOCC1	3
Cc1cccc(C(=O)NNC(=O)c2ccc3ccccc3c2)c1	3

Some of the entries so far, with each value named.
Cc1cc(-c2ccccc2)cc(=O)[nH]1
  IDE act: 3
C(=NN1CCCCCC1)c1ccc2ccccc2n1
  IDE act: -2
CN(C)Cc1c[nH]c2nc[nH]c(=O)c12
  IDE act: 7
COC(=O)c1ccc(-c2csc(NC(=O)c3c(C)noc3C)n2)cc1
  IDE act: -3

Screens from PubChem.
